High-throughput results from PubChem BioAssay.
ERG-DNA inh: qHTS for Small Molecule Inhibitors of the ERG Ets/DNA interaction. Transcriptional regulator ERG (Homo sapiens), P11308. fluorescence polarization, His-ERG Ets domain / labelled DNA. Potency, µM (top dose mostly 76.9 µM), without a hit: at the top dose FP activity, negative = inhibition, actives largely listed as inhibitors. 370,000 tested, 0.028% active. AID 624246, 2012; active means well fitted inhibition curve with a large enough effect in the polarisation, with a control signal flat; inconclusive means small, poorly fitted or top-dose-only effect, or effect the other way, or a change in a side signal; inactive means no such curve, though single readings can be large or run the other way; the % refers to the polarisation;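 further: polarization taken with two DNA probes labelled with fluorescein and Texas red; % of control where 0% means no effect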
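His-tagged ERG Ets domain (1 uM in the protein solution; 300mM KCl, 50mM Tris-HCl, 1mM EDTA, 1mM DTT, pH 7.5) received compound, then a probe mix of 5 nM fluorescein-DNA and 100nM Texas-615-DNA. Fluorescence polarization was read for both dyes.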
JMJD2A Tudor inh: qHTS Assay for Inhibitors of JMJD2A-Tudor Domain | Lysine-specific demethylase 4A (Homo sapiens), O75164 | AlphaScreen JMJD2A-Tudor / H3K4me3 peptide binding | 390,000 tested, 4.4% active | Potency, µM (highest dose often 114 µM), inactives show at the highest dose activity change, negative = inhibition, most hits filed as inhibitors | AID 504339, 2011; further: on the % scale 0 is the no-effect control and ±100 the full control effect; nearly all actives have a fitted effect of over 50% in size
Target sequence (O75164 whole entry, looked up, the tested form may be a part): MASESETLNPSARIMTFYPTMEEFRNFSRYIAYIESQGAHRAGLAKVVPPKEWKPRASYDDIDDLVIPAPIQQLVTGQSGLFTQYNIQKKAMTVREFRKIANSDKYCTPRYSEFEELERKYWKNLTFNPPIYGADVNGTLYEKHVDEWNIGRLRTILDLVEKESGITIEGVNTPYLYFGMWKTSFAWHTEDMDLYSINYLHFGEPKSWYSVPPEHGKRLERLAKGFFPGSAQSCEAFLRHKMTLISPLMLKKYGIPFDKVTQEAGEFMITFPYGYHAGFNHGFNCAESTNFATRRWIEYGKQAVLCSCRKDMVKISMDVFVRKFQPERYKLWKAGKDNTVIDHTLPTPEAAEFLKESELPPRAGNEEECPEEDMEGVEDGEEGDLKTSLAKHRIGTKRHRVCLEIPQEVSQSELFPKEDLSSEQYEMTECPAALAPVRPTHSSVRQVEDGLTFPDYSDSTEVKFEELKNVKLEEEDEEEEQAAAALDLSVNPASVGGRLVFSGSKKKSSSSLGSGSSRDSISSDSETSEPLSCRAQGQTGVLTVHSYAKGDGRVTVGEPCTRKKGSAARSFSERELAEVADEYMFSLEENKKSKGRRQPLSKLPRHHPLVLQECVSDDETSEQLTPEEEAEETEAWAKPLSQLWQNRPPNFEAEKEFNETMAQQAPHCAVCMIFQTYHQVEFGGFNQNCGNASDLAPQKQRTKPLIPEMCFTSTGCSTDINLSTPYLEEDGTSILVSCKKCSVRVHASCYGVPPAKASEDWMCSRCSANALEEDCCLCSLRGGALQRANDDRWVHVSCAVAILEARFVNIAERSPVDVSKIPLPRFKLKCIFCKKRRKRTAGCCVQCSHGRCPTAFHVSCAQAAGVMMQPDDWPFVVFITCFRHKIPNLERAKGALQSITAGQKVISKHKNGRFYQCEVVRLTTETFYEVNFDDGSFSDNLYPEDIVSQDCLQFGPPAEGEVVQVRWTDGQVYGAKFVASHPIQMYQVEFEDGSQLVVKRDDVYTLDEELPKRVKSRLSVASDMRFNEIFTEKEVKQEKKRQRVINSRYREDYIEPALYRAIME
12-LOX inh: Primary qHTS assay for inhibitors of human arachidonate 12S-lipoxygenase (ALOX12): Round 2 | purified 12hLO, xylenol orange hydroperoxide absorbance | Potency, µM (titrated, usually from 108 µM), for inactives: at the top dose activity change, negative = inhibition, most hits filed as inhibitors | 580,000 tested, 1.1% active | AID 1671190, 2021; further: on the % scale 0 is the no-effect control and ±100 the full control effect
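Hydroperoxide product was detected by ferrous iron/xylenol orange as the 573 to 405 nm absorbance ratio. Arachidonic acid at 40 uM (final) was turned over for 30 min at room temperature by 150 nM human 12hLO, pH 7.0 Hepes buffer, after 15 min compound preincubation.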
RGS4 inh: Inhibitors of Regulator of G Protein Signaling (RGS) 4: qHTS; Regulator of G-protein signaling 4 (Homo sapiens), P49798; Transcreener GDP fluorescence polarization, RGS4-accelerated GTP hydrolysis; Potency, µM (highest dose often 114 µM), for inactives: top-dose activity change, negative = inhibition, most hits filed as inhibitors; 390,000 tested, 0.039% active; AID 504845, 2011; further: on the % scale 0 is the no-effect control and ±100 the full control effect; nearly all actives have a fitted effect of over 75% in size; some results filed as inactive show a strong effect at the top dose
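MLSMR compounds (23 nl, pin-transferred) preincubated 10 min at room temperature with a 500nM (2x) first reagent, then RGS4 at 900nM (2x) plus Transcreener GDP mix added; fluorescence polarization (620/688 nm) read before and after 90 min at 30 °C.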
TrxR1 inh: qHTS Assay for Inhibitors of Mammalian Selenoprotein Thioredoxin Reductase 1 (TrxR1): qHTS | recombinant rTrxR1, NADPH fluorescence consumption, selenite substrate | Potency, µM (highest dose often 114 µM), without a hit: at the highest dose activity change, negative = inhibition, actives largely listed as inhibitors | Thioredoxin reductase 1, cytoplasmic (Rattus norvegicus), O89049 | 390,000 tested, 1% active; further: on the % scale 0 is the no-effect control and ±100 the full control effect; nearly all actives have a fitted effect of over 65% in size
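Rat TrxR1 (90 nM in the dispensed reagent) was pre-reduced with 400 uM NADPH for 5 min at room temperature, then incubated with compound for 15 min. After 400 uM selenite was added, NADPH fluorescence (Ex 340/Em 450 nm) was followed for 8 min.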
Tb PGK inh: qHTS Assay to Find Inhibitors of Phosphoglycerate Kinase; Phosphoglycerate kinase, glycosomal (Trypanosoma brucei brucei), P07378; PGK/GAPDH coupled, Kinase-Glo luminescence, 60 min; Potency, µM (highest dose often 57.5 µM), inactives show at the top dose activity change, negative = inhibition, hits mostly inhibitors; 380,000 tested, 0.043% active; AID 602233, 2012; further: on the % scale 0 is the no-effect control and ±100 the full control effect; nearly all actives have a fitted effect of over 60% in size
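Recombinant glycosomal PGK reaction used 1,3-bisphosphoglycerate generated in-well by GAPDH (100nM final) in 100mM TEA pH 7.6, 5mM MgCl2, 0.01% Tween-20. After 60 minutes at room temperature, ATP was read by Kinase-Glo Plus luminescence end-point.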
GLS inhibitor: qHTS for Inhibitors of Glutaminase (GLS); Glutaminase kidney isoform, mitochondrial (Homo sapiens), O94925; GLS enzymatic activity, qHTS titration; Potency, µM (top dose mostly 45.5 µM), inactives show at the top dose activity change, negative = inhibition, most hits filed as inhibitors; 410,000 tested, 0.21% active; AID 624170, 2012; further: on the % scale 0 is the no-effect control and ±100 the full control effect
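Human kidney-isoform GLS in 45 mM KH2PO4 pH 8.2, 0.02% Tween-20, with compound, started with 1mM L-Glutamine (added stock). Glutamate oxidase/HRP/Amplex red coupled fluorescence read at start and after 30 min at RT.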
Pin1 inh: qHTS Assay to Find Inhibitors of Pin1; Pin1 FP peptide displacement, HiFluor488, 10 min; Potency, µM (highest dose often 115 µM), inactives show at the highest dose activity, negative = inhibition, usual class: inhibitors; Peptidyl-prolyl cis-trans isomerase NIMA-interacting 1 (Homo sapiens), Q13526; AID 504891, 2011; 390,000 tested, 0.009% active; active means well fitted inhibition curve with a large enough effect in the polarisation, with a control signal flat, not every such curve was filed as active; inconclusive means small, poorly fitted or top-dose-only effect, or effect the other way, or a change in a side signal; inactive means no such curve, though single readings can be large or run the other way; the % refers to the polarisation; further: on the % scale 0 is the no-effect control and ±100 the full control effect
HP1b chromo inh: HTS for Inhibitors of HP1-beta Chromodomain Interactions with Methylated Histone Tails; AlphaScreen HP1-beta / biotin-H3K9me3 peptide binding; Potency, µM (doses to about 114 µM), without a hit: at the top dose activity change, negative = inhibition, usual class: inhibitors; 390,000 tested, 0.56% active; AID 540317, 2011; further: nearly all actives have a fitted effect of over 70% in size; inactives centre near 23
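HP1-beta protein (50 nM final) preincubated 30 min at room temperature with biotinylated H3(1-18)K9me3 peptide (50 nM) in PBS pH 7.4, 0.01% Tween-20, then compound added for 30 min. AlphaScreen streptavidin donor/nickel chelate acceptor beads (10 ug/mL final), 30 min dark, luminescence read.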
* = called active by the depositor; i = inactive; ? = inconclusive; / = no result given; & = joins results of further samples; [ ] = dose if it differs, or a comment. Unless noted, the call rests on the fitted dose curve; in most records, active means well fitted curve in the direction sought with a large enough effect; inconclusive means small, poorly fitted or top-dose-only effect, or another doubt; inactive means no such curve, though single readings can be large; an effect the other way counts as inactive or inconclusive. Potency means the concentration at half of the fitted maximal effect. A portion of the library; rates above refer to the full screens.

no.	smiles	ERG-DNA inh	JMJD2A Tudor inh	12-LOX inh	RGS4 inh	TrxR1 inh	Tb PGK inh	GLS inhibitor	Pin1 inh	HP1b chromo inh
1	CC(=O)c1c(O)c2ccccc2n(C2CCCCC2)c1=O	9.3%	-14.8%	-10.1%	7.3%	-0.5%	-9.0%	6.6%	33.3%[activator]	17.6%
2	COc1ccc(OC)c(NC(=O)c2cc(S(=O)(=O)N3CCCCC3)c[nH]2)c1	-9.4%	-13.1%	/	9.5%	-5.7%	-0.2%	3.3%	-7.4%	21.3%
3	O=C(CN1CCN(Cc2ccc(F)cc2Cl)C1=O)NCCc1ccccc1	-4.7%	-29.7%	16.7%	-16.1%	7.9%	-13.4%	2.4%	-4.5%	25.6%
4	COc1ccc(/C=C/C(=O)NCc2ccc3c(c2)OCO3)cc1OC	-5.1%	-4.0%	62.7%[activator]	8.9%	18.9%	-8.0%	-1.3%	0.0%	75.9%[activator]
5	Cc1ccc2nc3n(c(=O)c2c1)CCC3	/	-15.2%	0.3%	-4.3%	32.4%	-9.7%	16.3%	-5.3%	19.7%
6	O=C(CSc1nnc(C2CC2)n1Cc1ccccc1)N1CCNC1=O	3.9%	-9.0%	-42.5%	14.1%	8.9%	-0.3%	-4.2%	-5.2%	22.9%
7	COc1ccc2c(CC(=O)Nc3ccccc3N3CCOCC3)coc2c1	-1.8%	-17.9%	-4.8%	-4.6%	-3.9%	8.5%	-0.7%	-8.8%	-2.7%
8	O=C(Nc1ccc(-c2ccc([N+](=O)[O-])cc2)cc1)c1ccccc1F	12.4%	-6.4%	-8.4%	5.3%	33.6%	-11.2%	-3.3%	-0.9%	21.9%
9	Cc1cc(C(=O)CCC(=O)NCC2COc3ccccc3O2)c(C)s1 (stereo unspecified)	-0.5%	-12.8%	-18.8%	-7.7%	2.2%	0.3%	-10.6%	19.5%	24.0%
10	COc1ccc(SC[C@H](Cc2ccccc2)N2CC[C@@H](C(C)(C)C)CCC2=O)cc1	15.2%	1.4%	-3.7%	-22.6%	25.3%&10.9%	-0.2%	-3.9%	-0.4%	65.0%[activator]
11	Cc1ccc([C@@H]2CC=C(C(=O)O)[C@H](c3ccccc3F)N2S(=O)(=O)c2ccc(C)cc2)cc1	5.9%	-9.9%	-17.0%	-11.2%	6.5%[57.1 µM]	8.2%	37.3%[activator]	1.8%	39.5%[activator]
12	Cc1nc2ncnn2c(C)c1CCC(=O)Oc1ccccc1	-2.7%	-11.9%	0.0%	33.5%	9.0%[57.1 µM]	5.1%	-5.4%	4.8%	22.7%
13	CC1(C)CC(=O)c2cc(-c3nc(-c4ccc(F)cc4)cs3)c(=O)[nH]c2C1	-2.4%	?	50.1µM*	-20.8%	13.0%	-3.0%	?	21.0%	33.8%
14	CN1C(=O)NC(c2ccc(O)cc2)C2=C1CN(c1ccccc1)C2=O (stereo unspecified)	4.7%	-14.7%[11.4 µM]	1.7%	-8.4%[11.4 µM]	24.9%	i	-7.8%	-8.9%	3.7%
15	Cc1ccccc1NC(=O)COc1ccc(Br)cc1CNCCCO	12.1%	9.5%	-2.2%	5.6%	30.1%	-0.6%	-5.6%	0.2%	39.9%[activator]

Values by screen from the entries so far:
12-LOX inh for nos. 3–8: 16.7%, 62.7%[activator], 0.3%, -42.5%, -4.8%, -8.4%

Additional entries.
no.	smiles	ERG-DNA inh	JMJD2A Tudor inh	12-LOX inh	RGS4 inh	TrxR1 inh	Tb PGK inh	GLS inhibitor	Pin1 inh	HP1b chromo inh
16	CC(C)C(CO)N1CCN(Cc2ccccc2)CCC1=O (stereo unspecified)	-0.7%	-18.4%	?	-27.3%	2.3%	i	3.0%	-10.6%	26.0%
17	CN(C)S(=O)(=O)c1ccc(C(=O)N(c2ccccn2)c2ccccn2)cc1	?	17.3%	0.0%	-0.8%	-12.6%	-1.9%	-4.0%	1.0%	35.4%
18	Cc1ccc2nc(Nc3nc(CSc4nnc(C)s4)cc(=O)[nH]3)nc(C)c2c1	3.3%	-24.4%	-8.8%	-16.2%	13.7%[57.1 µM]	0.1%	-2.3%	-0.5%	-0.5%
19	CC[C@]1(c2ccccc2OC)ON(c2ccccc2C(F)(F)F)C1=O	17.2%	60.1%[activator]	4.3%	-18.5%	14.5%	-9.8%	-1.8%	0.8%	168.1%[activator]
20	CN1CCN(c2oc(-c3ccc(COc4ccc(Cl)cc4)o3)nc2C#N)CC1	-1.6%	39.8µM*	?	-14.8%	17.5%	-6.8%	1.2%	-1.2%	?
21	COc1ccccc1OC(C)C(=O)N1CCN(Cc2ccc3c(c2)OCO3)CC1 (stereo unspecified)	2.3%	-12.0%	?	-12.5%	16.4%[57.1 µM]	9.4%	1.0%	-0.7%	10.0%
22	On1nnc2ccccc21	3.2%	-7.0%	-8.9%	19.1%	17.1%	-7.2%	5.4%	-12.3%	34.6%
23	Cc1ccc(C)c(NC(=O)C(=O)NCCc2csc(-c3cccc(F)c3)n2)c1	-0.6%	-8.6%	-18.4%	-1.3%	19.2%[57.1 µM]	2.9%	4.4%	-5.4%	26.6%[57 µM]
24	COc1cc(OC)cc(-c2nnc(SCC(=O)NCc3cccs3)o2)c1	/	-16.3%	0.7%	-11.7%	27.7%	-11.2%	11.2%	?	-1.9%
25	C#CCN(C(=O)c1ccc(OC)c(OC2CCN(C(C)C)CC2)c1)C1CCCCC1	2.7%	-13.9%	-2.4%	8.3%	0.3%	-1.7%	-1.3%	-1.9%	6.0%
26	CCNC(=S)N(CCc1c(C)[nH]c2ccc(OC)cc12)Cc1cccnc1	0.9%	?	-0.2%	-6.8%[56.9 µM]	20.7%	i	13.1%	-7.4%	25.5%
27	Cn1c(SC2CCCCC2=O)nnc1-c1ccncc1 (stereo unspecified)	3.8%	-10.6%	-6.6%	-14.6%	-21.2%	-9.9%	1.9%	-3.1%	10.1%
28	COc1ccc(CN2CCC(C(=O)N3CCN(c4ccccc4F)CC3)CC2)cc1OC	-3.1%	0.891µM*	-13.4%	-7.1%	14.9%	-5.0%	-0.4%	-0.2%	?
29	C(#CCN1CCOCC1)COCCOC(c1ccccc1)c1ccccc1	6.0%	-25.2%	23.5%	8.1%	12.4%	3.8%	2.8%	-1.7%	16.7%
30	CC(=O)c1ccc(NC(=O)C2=CC(c3ccc4c(c3)OCO4)=NS(=O)(=O)N2C)cc1	-6.9%&-1.6%	18.3%&-9.6%	?	-23.7%&-1.1%	-7.9%&8.3%	-9.8%	-4.5%&6.6%	?	42.8%&24.8%[activator]
31	Nc1nc(-c2cccc(NS(=O)(=O)c3ccccc3)c2)cs1	/	?	?	-11.5%	20.1%	/	47.6%[activator]	-7.2%	-16.3%
32	N/C(=N/O)c1nc(N2CCCCC2)nc(N2CCCCC2)n1	-6.2%	1.5%	-4.3%	-5.2%	-4.2%	-4.4%	-5.7%	-2.2%	39.1%
33	N#Cc1c(NC(=S)NC(=O)Cc2cccs2)sc2c1CCCCC2	1.3%	?	?	-32.7%	?	-7.9%	18.6%	9.8%	-40.2%
34	Cc1ccc(NC(=S)N(CCCN2CCCC2)Cc2cccn2Cc2ccc(Cl)cc2)cc1	13.8%	50.1µM*	19.9%	-9.5%	4.7%	-4.8%	-11.9%	2.1%	-14.7%
35	O=C(Nc1c(C(=O)N2CCOCC2)cnn1-c1ccccc1)c1cccc(F)c1	-11.7%	2.2%	0.0%	-39.9%	8.2%	-0.1%	-2.5%	0.3%	23.3%
36	CCn1cc(C(=O)NCc2ccccc2OC)c(=O)c2cc(S(=O)(=O)N3CCCCC3)ccc21	-18.0%	-33.3%	-25.7%	24.2%	0.7%	-6.2%	-14.3%	50.2%[activator]	27.1%
37	CCOC(=O)C1=C(C)N=C2c3ccccc3C(=O)C2C1c1ccc(Cl)cc1 (stereo unspecified)	-2.9%	39.8µM*	?	-37.5%	-15.7%[57.1 µM]	-1.5%	5.7%	?	?
38	Cc1ccc(C(=O)Nc2cccc(C(=O)NCc3ccccc3)c2)o1	-0.4%	-10.2%	11.1%	13.6%	7.8%	-9.1%	-1.6%	2.4%	31.0%
